# Screening data deposited in PubChem by several laboratories.
# Large T inhibition: SV40 large T antigen inhibitors, biochemical (AID 1903); SV40 large T antigen ATPase/helicase inhibition assay; higher % means a stronger effect; inhibition, % at 20 µM; hits with a dose series show IC50 in µM; actives 0.39% (n = 310,000); in the data active = a potency from the dose series; also: strong numbers were not always called active
# MgcRacGAP inhibition: MgcRacGAP GTPase-activating activity inhibitors, confirmation, biochemical, ADP Hunter fluorescence | MgcRacGAP-stimulated Rac1 GTP hydrolysis, ADP Hunter fluorescence; higher % means a stronger effect; GST-tagged Rac1 F28L mutant substrate | actives 0.6% (n = 340,000) | inhibition, % at 30 µM, or IC50 in µM where a hit was titrated;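 active = first-screen hits whose inhibition reached a set limit at any dose in the follow-up dose series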;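 also: fluorescence reports GDP produced by GAP-driven GTP hydrolysis; strong numbers were not always called active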
# HIV peptide binding: cell-free HIV fusion peptide-binding blockers – biochemical, uHTS, fluorescence dequenching, primary screen (AID 1986) | inhibition, % at 20 µM; hits with a dose series show IC50 in µM | cell-free peptide binding, fluorescence dequenching, 30 min; higher % means a stronger effect | actives 0.3% (n = 290,000); in the data active = inhibition mostly above about 52%, no sharp cut-off; inactive = mostly below about 76%; also: some results filed as inactive read as strong as hits
# Salmonella PhoP GFP: PhoP-dependent GFP reporter repression – Salmonella Typhimurium, primary screen (AID 1863); actives 0.16% (n = 300,000); S. Typhimurium PhoP-regulated promoter GFP reporter, 4 h; higher % means a stronger effect; inhibition, % at 50 µM; hits with a dose series show IC50 in µM;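 active = inhibition over 29.93%, a cutoff 3 SD above the screen mean, later confirmed by dose response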;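 also: 0% = low Mg2+ inducing control and 100% = high Mg2+ repressing control; strong numbers were not always called active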
# RSV CPE inhibition: RSV antiviral activity via CPE protection, HEp-2 cells, primary 10 µM value included (AID 2391); HEp-2 cells, RSV-induced CPE inhibition; higher % means a stronger effect; one-dose CPE inhibition, % at 10 µM; IC50 in µM for titrated hits; actives 0.13% (n = 310,000); in the data active = a potency from the dose series; also: strong numbers were not always called active
# GPR35 arrestin U2OS: inhibition of zaprinast-stimulated GPR35 beta-arrestin translocation – imaging, U2OS, beta-arrestin-GFP, zaprinast agonist, primary screen (AID 2058) | U2OS GPR35 beta-arrestin-GFP translocation imaging, zaprinast antagonism; higher % means a stronger effect | one-dose inhibition, % at 10 µM; IC50 in µM for titrated hits | actives 0.052% (n = 290,000);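 active = inhibition of at least 50% with at least 30 cells and total cytoplasm GFP at most 10,000,000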
# GPR55 antagonists: inhibition of LPI-stimulated GPR55 beta-arrestin translocation – imaging, U2OS, beta-arrestin-GFP, LPI agonist, primary screen (AID 2013); U2OS GPR55 beta-arrestin-GFP translocation imaging, LPI antagonism; higher % means a stronger effect; actives 0.13% (n = 290,000); inhibition, % at 10 µM, or IC50 in µM where a hit was titrated;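 active = spots per cell inhibited over 60%, with over 100 cells counted and total cytoplasm intensity under 500,000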;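 also: U2OS cells stably carrying GPR55 and arrestin-GFP stimulated by 5 µM LPI near EC80; imaged beta-arrestin-GFP aggregate spots per cell after agonist stimulation; plate controls were LPI-stimulated DMSO wells for no effect and DMSO wells without LPI for full effect; some results filed as inactive read as strong as hits; confirmed hits need IC50 under 10 µM and bright autofluorescent wells are also inconclusive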
# UTI89 phage lysis: protection from phage-mediated lysis, alamar blue read-out – E. coli UTI89, K1F phage, bacterial capsule biogenesis inhibitors (AID 488966); inhibition, % at 100 µM; hits with a dose series show IC50 in µM; actives 0.02% (n = 340,000); E. coli UTI89 K1F phage lysis, alamar blue, 2 h; higher % means a stronger effect;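 active = phage lysis inhibition, versus mean bacterial control, above a set limit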;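 also: capsule biogenesis inhibitors block K1F phage lysis so surviving cells raise fluorescence; higher fluorescence means more inhibition of phage lysis; actives were called in the ten point dose series up to 300 µM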
# NS5 inhibitors: flavivirus cap methylation enzyme inhibition – biochemical, confirmation dose response, primary screen (AID 588689) | actives 0.3% (n = 340,000) | Dengue-2 NS5 methyltransferase capping enzyme assay, biochemical; higher % means a stronger effect | inhibition, % at 25 µM, or IC50 in µM where a hit was titrated; in the data active = a potency from the dose series
# NS5 inhibitors pilot replicate: recorded beside NS5 inhibitors, whose call it bears; inhibition, %; measured here: pilot screen replicate inhibition
# Starred values were filed as active, the others as inactive; x = no result given; [ ] = remark or other dose.
SMILES,Large T inhibition,MgcRacGAP inhibition,HIV peptide binding,Salmonella PhoP GFP,RSV CPE inhibition,GPR35 arrestin U2OS,GPR55 antagonists,UTI89 phage lysis,NS5 inhibitors,others
Cc1ccc(CNC(=O)C2CC(c3cccc([N+](=O)[O-])c3)=NO2)cc1 (centres undefined),13%,6%,3.2%,-4%,3.7%,0%,-9%,2.5%,-13%,
CCN1CCN(c2oc(COc3ccc(-c4ccccc4)cc3)nc2C#N)CC1,23%,15%,0.7%,-8%,-3.1%,14%,-2%,0.1%,5%,
Cc1ccccc1N1CCN(Cc2ccc([N+](=O)[O-])o2)CC1,8%,20%,3.5%,-5%,1.3%,-3%,-5%,-0.2%,-5%,
O=[N+]([O-])c1ccc(C2=Nn3c(Cn4nnc5ccccc54)nnc3SC2)cc1,16%,10%,-1.7%,-8%,x,4%,-2%,0.2%,-6%,
COCCn1c(=S)[nH]c2cc(C(=O)NCCCN3CCOCC3)ccc2c1=O,4%,7%,-1.3%,7%,-1.0%,-1%,7%,-0.9%,-2%,
COc1ccc(CCNC(=O)c2c(C)nn(-c3ccccc3)c2Cl)cc1OC,-3%,4%,0.3%,8%,7.2%,-2%,-12%,-0.2%,-7%,
COc1ccc(Br)cc1[C@H]1[C@H]2C=CC[C@@H](C)[C@@H]2C(=O)N1Cc1ccccc1,x,8%,0.0%,8%,x,18%,17%,1.6%,-6%,
Cc1ccc(OCC(=O)N2CCN(C(=O)Cc3ccccc3)CC2)cc1,11%,11%,3.2%,-14%,0.7%,12%,1%,2.0%,3%,
COc1ccc(NC(=O)O/N=C/c2c(C)nn(C(C)(C)C)c2C)cc1,11%,9%,-1.5%,-4%,4.4%,-8%,3%,-0.2%,-3%,
Cc1ccc(S(=O)(=O)NNC(=O)c2ccc(O)cc2)cc1,13%,9%,-1.3%,33%,0.1%,15%,-1%,0.0%,-8%,
CCC(Oc1ccccc1)C(=O)Nc1ccc(-c2nnc(-c3ccco3)o2)cc1 (centres undefined),6%,9%,0.4%,16%,21%,6%,18%,0.5%,-14%,
CCN1CCN(CCn2c(=S)[nH]c3cc4c(cc3c2=O)OCO4)CC1,20%,13%,-2.5%,-2%,-1.7%,-8%,6%,0.2%,-3%,NS5 inhibitors pilot replicate=-4.9

# Fetched by structure from the list above, 2 records:
SMILES,Large T inhibition,MgcRacGAP inhibition,HIV peptide binding,Salmonella PhoP GFP,RSV CPE inhibition,GPR35 arrestin U2OS,GPR55 antagonists,UTI89 phage lysis,NS5 inhibitors,others
COc1ccc(NC(=O)O/N=C/c2c(C)nn(C(C)(C)C)c2C)cc1,11%,9%,-1.5%,-4%,4.4%,-8%,3%,-0.2%,-3%,
Cc1ccccc1N1CCN(Cc2ccc([N+](=O)[O-])o2)CC1,8%,20%,3.5%,-5%,1.3%,-3%,-5%,-0.2%,-5%,

# (more compounds)
SMILES,Large T inhibition,MgcRacGAP inhibition,HIV peptide binding,Salmonella PhoP GFP,RSV CPE inhibition,GPR35 arrestin U2OS,GPR55 antagonists,UTI89 phage lysis,NS5 inhibitors,others
CNC(=O)Cn1c(C)cc(=O)c2cccc(C)c21,8%,x,0.1%,-8%,1.5%,4%,16%,x,x,
COc1ccc(N2C(=O)CC(NCc3ccc(F)cc3)C2=O)cc1 (centres undefined),9%,11%,1.1%,7%,2.5%,4%,1%,1.1%,6%,
CC(OC(=O)CCc1ccccc1)C(=O)Nc1ncc(Cl)cc1Cl (centres undefined),-5%,2%,-0.3%,-11%,0.6%,-4%,-2%,-0.2%[50 µM],-4%,
CCOc1ccccc1CN1CCC(Oc2ccc(C(=O)NCc3ccccn3)cc2)CC1,x,12%,1.6%,x,x,-15%,-8%,4.3%,6%,
CC(=O)Nc1ccc(CN2CCN(CC(C)C)C(CCO)C2)cc1 (centres undefined),20%,8%,0.8%,-8%,1.3%,5%,10%,0.1%,-7%,
CCN(CC(=O)Nc1ccc(NC(C)=O)cc1)C(=O)C1CC(=O)N(CCc2ccc(OC)c(OC)c2)C1 (centres undefined),14%,10%,x,-4%,-1.6%,x,x,0.7%[50 µM],1%,
O=C(/C=C/c1cn(-c2ccccc2)nc1-c1cccnc1)N1CCCCC1,-2%,10%,-1.7%,-4%,0.1%,13%,-2%,-0.5%,-6%,
CCOC(=O)C1=C(C)N=c2s/c(=C/c3ccc(OCC(=O)O)c(OC)c3)c(=O)n2C1c1ccc(Cl)cc1 (centres undefined),16%,7%,x,x,46µM*,x,x,0.2%,13%,
COc1ccc(C(=O)COC(=O)COc2cc(C)cc(C)c2)cc1,9%,4%,0.7%,2%,1.8%,4%,-3%,0.6%[50 µM],-6%,
Cc1ccc(S(=O)(=O)N(C)C)cc1NC(=O)c1sccc1Cl,11%,7%,-1.6%,5%,1.0%,11%,-6%,0.3%,0%,
Cc1sc(=NC(=O)c2ccco2)n(C)c1-c1ccc(Cl)cc1,2%,-6%,0.0%,0%,45%,-2%,17%,-0.2%,-8%,
CC(C)[C@H](NC(=O)[C@@H]1Cc2ccccc2CN1C(=O)OC(C)(C)C)C(=O)NCC1CCCO1 (some centres undefined),12%,-45%,-0.4%,5%,0.2%,-2%,-2%,-0.4%,-6%,
CCN1CCCC1CNS(=O)(=O)c1ccc(Cl)c(C(F)(F)F)c1 (centres undefined),1%,5%,-1.6%,-3%,14%,3%,-6%,0.0%,4%,
Cc1cccc2sc(NC(=O)C3CCN(C(=O)c4ccco4)CC3)nc12,3%,3%,1.5%,3%,2.6%,-23%,-2%,-0.4%,7%,
CCOC(=O)c1cc(-c2ccc(C)cc2)nc2nc(SC)[nH]c(=O)c12,6%,-1%,0.7%,-11%,3.8%,-14%,6%,0.0%[50 µM],-7%,
COc1ccc(NC(=O)CSc2c(C)nn(-c3nnc(C)c(=O)[nH]3)c2C)cc1,16%,12%,-2.1%,-12%,x,11%,0%,0.5%,-2%,
Nc1nc(-c2ccc(S(=O)(=O)N3CCCCC3)cc2)cs1,x,3%,x,x,1.1%,x,x,-0.6%,-4%,
CCOC(=O)c1ccc(NC(=S)N(CCN2CCCCCC2)Cc2ccco2)cc1,3%,-2%,-0.5%,5%,0.4%,-5%,4%,-0.1%,-8%,
O=C(NCc1ccc(F)cc1)C(c1cccs1)N(C(=O)c1csnn1)C1CC1 (centres undefined),-1%,7%,-0.2%,-15%,0.3%,-2%,7%,0.6%,-1%,NS5 inhibitors pilot replicate=-3.2
Cc1ccc(NC(=O)N[C@H](C(=O)O)C(C)C)c(C)c1,12%,8%,-0.2%,-10%,0.6%,-11%,-10%,0.1%,-3%,
COc1ccc(C(=O)COC(=O)CNS(=O)(=O)c2ccc(C)cc2)cc1,-4%,2%,-1.1%,2%,1.4%,20%,6%,0.0%,-1%,
Cc1ccc(C(=O)Nc2scc(-c3ccccc3)c2C(=O)O)cc1,25%,19%,x,x,7.3%,x,x,-1.1%,-1%,
CCOCCCNC(=O)c1cc2c(=O)n3ccccc3nc2s1,23%,7%,0.8%,-1%,1.2%,-1%,8%,0.0%,5%,
CS(=O)(=O)c1ccccc1C(=O)Nc1cc2c(cc1C(=O)O)OCCCO2,2%,1%,-0.1%,2%,2.9%,5%,12%,1.4%,1%,
O=C(NCC(=O)N1CCC2(CC1)NCCc1[nH]cnc12)c1ccccc1F,-1%,4%,2.3%,-4%,-0.6%,-9%,9%,0.2%,-11%,
Cn1ncc([N+](=O)[O-])c1C(=O)N/N=C/c1ccc(F)cc1,9%,-10%,2.4%,21%,0.6%,11%,-9%,0.8%[50 µM],0%,
COC(=O)c1c(NC(C)=O)sc(C(=O)Nc2ccccc2OC)c1C,23%,1%,-0.7%,1%,-0.4%,14%,8%,-0.3%,0%,
CCOC(=O)Cc1csc(NC(=O)CSc2nnc(-c3ccncc3)n2Cc2ccco2)n1,x,9%,x,x,16%,x,x,0.4%,-12%,
COC(=O)c1ccccc1S(=O)(=O)N1CCC(C(=O)N(C)CCOc2ccccc2)CC1,11%,5%,x,3%,-1.0%,x,x,0.1%[50 µM],1%,
Cc1ccc(C)c(S(=O)(=O)N2CCCOC2CNC(=O)C(=O)NCc2cccnc2)c1 (centres undefined),4%,10%,-1.4%,2%,0.9%,-10%,5%,0.2%,-5%,
O=C1c2ccccc2C(Nc2ccc(Cl)cn2)N1c1cccnc1 (centres undefined),4%,-7%,-1.1%,-2%,1.2%,1%,0%,-2.8%,-6%,
Cc1ccccc1CSc1nsc(N)n1,13%,3%,3.0%,-2%,0.7%,-11%,-26%,0.4%,2%,
CCN(CC)CCn1c2c(c(SCC(=O)Nc3nc(C)cs3)nc1=O)CCC2,12%,15%,x,9%,0.0%,x,x,1.1%[50 µM],-1%,
c1ccc(NC2=NCCN2CCC2CCCCC2)cc1,15%,2%,-0.4%,-1%,-1.2%,15%,3%,0.7%,-10%,
Fc1cccc(Cl)c1/C=C/c1cnc2ccccc2n1,6%,-2%,-1.4%,3%,10%,-11%,3%,0.6%,7%,
Cc1c(-c2ccccc2)nnn1-c1ccc(F)cc1F,4%,3%,0.8%,0%,1.6%,8%,-8%,0.1%,-5%,
C/C(=N\N1C(=O)c2ccccc2NC1c1ccco1)c1ccccc1O (centres undefined),2%,12%,1.3%,3%,5.1%,-20%,0%,0.2%,-10%,
O=C(NCc1ccccc1Cl)C1CCCN1C(=O)NC1CCCCC1 (centres undefined),9%,-9%,-0.2%,-2%,0.8%,-8%,9%,7.0%,-3%,
O=C(Cn1[nH]c(=O)c2ccccc2c1=O)Nc1ccc(-c2nnc3n2CCCCC3)cc1,0%,10%,0.6%,26%,-1.0%,-7%,-5%,0.4%,-8%,
COc1ccccc1NC(=O)Nc1nc(CC(=O)Nc2ccccc2F)cs1,22%,3%,x,-4%,3.0%,x,x,-0.7%[50 µM],-3%,
CCc1nc2nc(C)c(NS(=O)(=O)c3ccc4c(c3)CCCC4)c(=O)n2[nH]1,9%,6%,1.7%,7%,2.6%,12%,10%,-0.2%,5%,
Cc1cccc(C(=O)Nc2cccc(OCC(=O)O)c2)c1,8%,2%,0.7%,-6%,4.3%,-5%,-1%,-0.8%,-3%,
Cc1ccc(CN2CCN(Cc3cccn3-c3ccc(Cl)cn3)CC2CCO)o1 (centres undefined),4%,11%,0.0%,-2%,-0.2%,10%,5%,0.1%,-1%,
O=C(Cn1cc(C(=O)c2ccco2)c2ccccc21)NC1CCCCC1,8%,3%,-1.4%,1%,8.5%,-14%,1%,0.0%,-6%,
COc1ccc(/C=C/C(=O)O)cc1COc1ccccc1C,29%,10%,12%,-2%,0.9%,-5%,4%,2.6%,12%,
COc1ccc(/C=C(/NC(=O)c2ccccc2)C(=O)N2CCCC2)cc1OC,-13%,2%,0.0%,1%,-0.2%,22%,3%,-1.1%,-4%,
CCOC(=O)C1CCN(CC(=O)Nc2c(C(=O)OC)[nH]c3cccc(C)c23)CC1,0%,2%,0.1%,-1%,1.8%,4%,4%,-0.1%,x,
O=C(N/N=C/c1ccc(OC(=O)c2ccccc2Br)cc1)c1ccccn1,13%,10%,-0.9%,0%,1.1%,5%,7%,0.0%,-1%,
